Source: PubChem
VHR inh color: blocks the human dual specificity phosphatase VHR1 | AID 1992 | recombinant VHR phosphatase, colorimetric substrate read-out | P51452 | actives 0.7% (n = 50,000) | inhibition, % at 20 µM; in the data active = inhibition above about 60%; note: some results filed as inactive read as strong as hits
Target sequence (P51452 whole entry, looked up): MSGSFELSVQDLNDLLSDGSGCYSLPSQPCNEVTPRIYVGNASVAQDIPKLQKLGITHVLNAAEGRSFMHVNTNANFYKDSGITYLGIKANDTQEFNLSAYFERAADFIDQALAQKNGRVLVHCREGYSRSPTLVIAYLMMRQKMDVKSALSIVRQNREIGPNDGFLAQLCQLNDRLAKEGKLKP
The depositor's hits bear a star. These rows are one share of the data; rates above refer to the full screens.

Sample of the layout:
What do the screens show for `COc1ccc(/C=C/C(=O)c2ccc(S(=O)(=O)NCc3cccnc3)cc2)cc1`?
VHR inh color: 3

How did Cc1ccn2c(-c3csc(Nc4cccc(C(=O)O)c4)n3)c(C)nc2c1 do in these assays?
VHR inh color: 0

Results, from the start:
What do the screens show for `COc1ccc(/C=C/C(=O)c2ccc(S(=O)(=O)NCc3cccnc3)cc2)cc1`?
VHR inh color: 3

How did Cc1ccn2c(-c3csc(Nc4cccc(C(=O)O)c4)n3)c(C)nc2c1 do in these assays?
VHR inh color: 0

How did CC(C)c1ccc(N2C(=O)NC(=O)/C(=C/c3ccc(O)cc3)C2=O)cc1 do in these assays?
VHR inh color: -13

What do the screens show for `CC(C)c1ccc2c(c1)c1c3n2CCNC3CCC1` (centres undefined)?
VHR inh color: -21

Results for Cc1ccc(C(=O)Nc2ccc(NC(=O)c3cccc(Cl)c3)cc2)cc1C ?
VHR inh color: -4

What do the screens show for `O=C(Nc1ccc(Oc2ccccc2)cc1)C1COc2ccccc2O1` (centres undefined)?
VHR inh color: 6

How did O=C(Nc1cccc(Cl)c1Cl)c1ccccc1 do in these assays?
VHR inh color: -3

How did O=C(Nc1ccc(-c2ccc(NC(=O)c3ccccc3)cc2)cc1)c1ccccc1 do in these assays?
VHR inh color: -10

What do the screens show for `COc1ccc(/C=C/C(=O)OCc2ccc([N+](=O)[O-])cc2)cc1S(=O)(=O)NCC1CCCO1` (centres undefined)?
VHR inh color: 2

Results for Cc1ccc(-n2nc3cc(C)c(NC(=O)c4cccc(Br)c4)cc3n2)cc1 ?
VHR inh color: -4

How did CCOCCOC(=O)c1ccc(NC(=O)COc2ccc(C)cc2Br)cc1 do in these assays?
VHR inh color: -8

How did CC(C)(C)c1ccc(OCCOc2ccc(C=C3C(=O)NC(=O)NC3=O)cc2)cc1 do in these assays?
VHR inh color: -2

Results for CC(C)(C)NC(=O)CN(Cc1ccccc1)S(=O)(=O)c1ccc(Br)cc1 ?
VHR inh color: -6

Results for COCCOC(=O)c1ccc(NC(=O)COc2ccc(C)cc2)cc1 ?
VHR inh color: -7

Results for CCCCNCCCOc1cc(Cl)ccc1Cl ?
VHR inh color: 7

Results for COc1ccc(CCNC(=O)c2sc3cc(C)ccc3c2Cl)cc1 ?
VHR inh color: -29

What do the screens show for `O=C(CSCc1ccc(Cl)cc1Cl)Nc1ccc(O)cc1C(=O)O`?
VHR inh color: -9

How did COc1ccc(C2C(C(=O)OC3CCCCCC3)=C(C)NC3=C2C(=O)CC(C)(C)C3)c(OC)c1OC (centres undefined) do in these assays?
VHR inh color: -7

What do the screens show for `CCOC(=O)c1c(NC(=O)CN2CCOCC2)sc2c1CCC/C2=N\O`?
VHR inh color: 1

How did CCCCn1c(O)c(C2=c3ccccc3=NC2=O)sc1=S do in these assays?
VHR inh color: -8

How did COc1cc(/C=N\Nc2nnc(-c3ccccc3)c(=O)[nH]2)cc([N+](=O)[O-])c1O do in these assays?
VHR inh color: -12

Results for COc1ccc(/C=C2/SC(N3CCOCC3)=NC2=O)cc1 ?
VHR inh color: 3

How did Cc1ccnc(NC(=O)COc2ccc(C)cc2C)c1 do in these assays?
VHR inh color: -6

What do the screens show for `O=c1cc(N2CCN(Cc3ccccc3)CC2)c2ccccc2n1-c1ccccc1`?
VHR inh color: -8

How did c1ccc(CCNc2ccnc3cc4ccccc4cc23)cc1 do in these assays?
VHR inh color: -12

How did COc1ccc([N+](=O)[O-])cc1NCc1ccc(OC)c(OC)c1OC do in these assays?
VHR inh color: 9

What do the screens show for `COc1ccc(-c2cc3cc(OC)c(OC)cc3c(-c3ccccc3Cl)n2)cc1OC`?
VHR inh color: -22

Results for O=C1CC(NC2CCCCC2)C(=O)N1c1ccccc1 (centres undefined) ?
VHR inh color: -31

Results for O=[N+]([O-])c1ccc(N2CCOCC2)cc1N1CCCC1 ?
VHR inh color: 2

Results for O=[N+]([O-])c1ccc(N2CCN(S(=O)(=O)c3ccc(F)cc3)CC2)cc1 ?
VHR inh color: 14

How did Cc1ccc(C(=O)Nc2nc(C34CC5CC(CC(C5)C3)C4)c(C)s2)cc1 do in these assays?
VHR inh color: -33

What do the screens show for `CC(=O)c1sc(NC(=O)c2cccc([N+](=O)[O-])c2)nc1C`?
VHR inh color: -21

Results for Cc1ccc(NC(=O)CCCOc2ccccc2)c(Br)c1 ?
VHR inh color: -11

What do the screens show for `Cc1cc(/C=C2/NC(=S)NC2=O)c(C)n1-c1cccnc1`?
VHR inh color: 2

Results for O=C1NC(=O)/C(=C/c2ccc(-c3ccc(O)c(C(=O)O)c3)o2)S1 ?
VHR inh color: 81*

What do the screens show for `C=CCc1cccc2cc(C(=O)Nc3ccc([N+](=O)[O-])cc3C)c(=O)oc12`?
VHR inh color: 4

Results for COc1ccc([N+](=O)[O-])cc1-c1ccc(/C=c2/sc3nc4cc(C)c(C)cc4n3c2=O)o1 ?
VHR inh color: -10

Results for Cc1cc(=O)oc2c1c(C)nn2-c1cc(Cl)ccc1Cl ?
VHR inh color: -12

What do the screens show for `CC(=O)CC(C)(C)Nc1ccccc1`?
VHR inh color: -12

Results for Cc1ccc(Nc2nc(-c3ccc(-c4ccccc4)cc3)cs2)cc1 ?
VHR inh color: 2

How did COc1ccc(CCN2C(=O)C3C4c5ccccc5C(C)(c5ccccc54)C3C2=O)cc1OC (centres undefined) do in these assays?
VHR inh color: -19

How did O=C(CNc1cccc(Br)c1)c1ccc([N+](=O)[O-])cc1 do in these assays?
VHR inh color: 4

What do the screens show for `COC(=O)c1ccccc1NC(=O)c1ccc(C)cc1`?
VHR inh color: -11

How did Cc1sc2ncnc(Nc3ccncc3)c2c1C do in these assays?
VHR inh color: -20

What do the screens show for `O=C(Nc1cccnc1)c1cc(S(=O)(=O)N2CCOCC2)ccc1Cl`?
VHR inh color: -11

How did O=C(Nc1ccc2nn(-c3ccc(F)cc3)nc2c1)c1ccc(Br)o1 do in these assays?
VHR inh color: 0

How did COc1ccc(-c2nnc(NC(=O)c3ccccc3F)s2)cc1 do in these assays?
VHR inh color: 3

How did CC1=C(C(=O)OC2CCCCC2)C(c2ccco2)C2=C(CC(C)(C)CC2=O)N1 (centres undefined) do in these assays?
VHR inh color: 6

Results for Cc1cc(C=O)c(C)n1-c1ccc(Cl)c(Cl)c1 ?
VHR inh color: -21

What do the screens show for `CCSc1nc2ccc(N)cc2s1`?
VHR inh color: -19

How did Cc1nc2cc(N=Cc3ccc(N(C)C)cc3)ccc2n1Cc1ccccc1 do in these assays?
VHR inh color: -6

How did O=C(c1cccc(F)c1)N1CCN(c2ccc(F)cc2)CC1 do in these assays?
VHR inh color: 89

What do the screens show for `O=[N+]([O-])c1ccc(N2CCNCC2)cc1NC1CC1`?
VHR inh color: 11

Results for Cc1cc(/C=C2\C(=O)NC(=O)N(c3cccc(F)c3)C2=O)c(C)n1-c1cccc([N+](=O)[O-])c1 ?
VHR inh color: -3

How did CCCOc1cccc(C(=O)Nc2nc(-c3ccc(F)cc3F)cs2)c1 do in these assays?
VHR inh color: -18

How did Cc1cc2c(cc1C)-c1nc3ccccc3c(=O)n1C(C)(C)C2 do in these assays?
VHR inh color: -9

Results for CC(=O)CCc1c(C)c2cccc(C)c2[nH]c1=S ?
VHR inh color: -40

How did CCOC(=O)c1c(NC(=O)c2cccs2)sc2c1CCC(C)C2 (centres undefined) do in these assays?
VHR inh color: -24

Results for Clc1cccc(OCCCN2CCCCC2)c1Cl ?
VHR inh color: 2

What do the screens show for `Cc1c(-c2nc(-c3ccncc3)no2)cccc1[N+](=O)[O-]`?
VHR inh color: 7

Retrieved by structure from the list above, 5 records:
What do the screens show for `Cc1c(-c2nc(-c3ccncc3)no2)cccc1[N+](=O)[O-]`?
VHR inh color: 7

How did CCCOc1cccc(C(=O)Nc2nc(-c3ccc(F)cc3F)cs2)c1 do in these assays?
VHR inh color: -18

How did Cc1cc2c(cc1C)-c1nc3ccccc3c(=O)n1C(C)(C)C2 do in these assays?
VHR inh color: -9

How did CC1=C(C(=O)OC2CCCCC2)C(c2ccco2)C2=C(CC(C)(C)CC2=O)N1 (centres undefined) do in these assays?
VHR inh color: 6

Results for Clc1cccc(OCCCN2CCCCC2)c1Cl ?
VHR inh color: 2

The listing continues:
How did CC(Oc1ccc(Cl)cc1Cl)C(=O)N1CCN(c2ccccc2)CC1 (centres undefined) do in these assays?
VHR inh color: -15

Results for Cc1nonc1-c1cn2cc(Cl)ccc2n1 ?
VHR inh color: -16

How did COc1ccc(CN2CCN(S(C)(=O)=O)CC2)cc1OCc1ccccc1 do in these assays?
VHR inh color: -13

What do the screens show for `O=c1oc2cc([N+](=O)[O-])ccc2nc1/C=C(\O)c1cccc(Br)c1`?
VHR inh color: 10

How did CCOc1ccc(NC(=O)c2cccc(Oc3ccccc3)c2)c([N+](=O)[O-])c1 do in these assays?
VHR inh color: -4

What do the screens show for `CC(=O)Nc1cc(C(N)=O)c(Cl)cc1Cl`?
VHR inh color: -5

What do the screens show for `Cc1ccc(N=C(Nc2ccc(C)cc2)c2ccccc2)cc1`?
VHR inh color: 1

How did CCOc1cc(/C=C2/SC(=S)N(CC(=O)O)C2=O)ccc1OCc1ccc(Cl)cc1 do in these assays?
VHR inh color: 31

What do the screens show for `O=C(O)c1ccc(NC(=O)c2ccc(Cl)cc2)cc1`?
VHR inh color: -5

Results for CC(C)(C)OC(=O)N1CC(O)CC1C(=O)OCC(=O)c1ccc(-c2ccccc2)cc1 (centres undefined) ?
VHR inh color: -15

Results for Cc1ccc(S(N)(=O)=O)cc1NC(=O)c1ccc(Cl)cc1[N+](=O)[O-] ?
VHR inh color: 0

How did O=C1C2C3C=CC(C2C(=O)N1c1ccccc1F)C1C(=O)N(c2ccccc2F)C(=O)C31 (centres undefined) do in these assays?
VHR inh color: -3

How did COc1nc(NS(=O)(=O)c2ccc(N)cc2)nc(N(C)C)n1 do in these assays?
VHR inh color: 4

Results for CC1(C)Cc2ccccc2-c2nnc(C(F)(F)F)n21 ?
VHR inh color: -3

Results for O=C1Nc2ccccc2/C1=C\c1c(Cl)cccc1Cl ?
VHR inh color: 4

Results for Cc1cc(OCC(=O)Nc2cccc(F)c2)ccc1Cl ?
VHR inh color: -9

How did O=C(NC(=S)Nc1cc([N+](=O)[O-])cc(Cl)c1O)c1ccc(F)cc1 do in these assays?
VHR inh color: -19

What do the screens show for `O=C(c1cccc([N+](=O)[O-])c1)N1CCc2ccccc2C1`?
VHR inh color: -24

Results for CC(=O)ONC(=NCc1ccccc1)c1nonc1N ?
VHR inh color: -16

What do the screens show for `C=CCN1C(=O)/C(=C\c2ccc(-c3ccc(OC)cc3[N+](=O)[O-])o2)C(=O)NC1=S`?
VHR inh color: 6

How did COc1ccc(/C=C/C(=O)Nc2ccc(NC(=O)c3cc4ccccc4o3)c(OC)c2)cc1 do in these assays?
VHR inh color: -17

How did O=C(Nc1ccccc1C(=O)O)c1ccc(Cl)c(Cl)c1 do in these assays?
VHR inh color: -2

Results for COc1ccc(OCc2nc(-c3cccnc3)no2)cc1 ?
VHR inh color: -8

What do the screens show for `COc1cccc(N2C(=O)/C(=C/c3ccc4c(c3)OCO4)SC2=S)c1`?
VHR inh color: -11

Results for O=c1c2c3c(sc2n2c(=S)[nH]nc2n1-c1ccccc1)CCCC3 ?
VHR inh color: -33

What do the screens show for `C=CCc1cccc2cc(C(=O)Nc3ccc(S(N)(=O)=O)cc3)c(=O)oc12`?
VHR inh color: -8

How did O=C(NCCc1c[nH]c2ccccc12)/C(=C/c1cccc([N+](=O)[O-])c1)NC(=O)c1ccccc1 do in these assays?
VHR inh color: 15

What do the screens show for `O=C(CNC(=O)c1ccc(Br)cc1)c1ccc(-c2ccccc2)cc1`?
VHR inh color: -18

What do the screens show for `CC(=O)Nc1ccc(S(=O)(=O)N/N=C/c2ccco2)cc1`?
VHR inh color: 18

How did COC(=O)CN(c1ccc(OC)c(Cl)c1)S(C)(=O)=O do in these assays?
VHR inh color: -25

Some of these compounds in order of length of the SMILES, falling.
How did COc1ccc(/C=C/C(=O)Nc2ccc(NC(=O)c3cc4ccccc4o3)c(OC)c2)cc1 do in these assays?
VHR inh color: -17

What do the screens show for `O=C(CNC(=O)c1ccc(Br)cc1)c1ccc(-c2ccccc2)cc1`?
VHR inh color: -18

Results for COc1ccc(OCc2nc(-c3cccnc3)no2)cc1 ?
VHR inh color: -8

Results for CC(=O)ONC(=NCc1ccccc1)c1nonc1N ?
VHR inh color: -16

Next compounds follow:
Results for Cc1ccc(C(=O)NNC(=O)c2cc3ccccc3cc2O)cc1 ?
VHR inh color: 1

Results for COC(=O)c1cc(C(=O)Nc2ccc(Br)c(C)c2)cc([N+](=O)[O-])c1 ?
VHR inh color: -23

What do the screens show for `CCOC(=O)c1c(NC(=O)c2c(-c3ccccc3)noc2C)sc2c1CCC(CC)C2` (centres undefined)?
VHR inh color: -5

What do the screens show for `COc1ccc(/C=C2\C(=O)NC(=S)N(c3cccc(Br)c3)C2=O)cc1`?
VHR inh color: 75

How did C=CCN1C(=O)CS/C1=N\S(=O)(=O)c1ccc([N+](=O)[O-])cc1 do in these assays?
VHR inh color: -54

How did Cc1ccc(C2(C)CC(C)(C)N(C(=O)C3CCCO3)c3ccccc32)cc1 (centres undefined) do in these assays?
VHR inh color: 6

What do the screens show for `O=C1NC(=O)N(c2ccccc2)C(=O)/C1=C/c1ccc(-c2ccccc2C(=O)O)o1`?
VHR inh color: 8

What do the screens show for `CC(C)c1cccc(C(C)C)c1OCCCn1ccnc1`?
VHR inh color: 7

Results for CC(C)(C)NC(=O)/C(=C\c1cccs1)NC(=O)c1cccs1 ?
VHR inh color: 3

How did Cc1ccc(N2C(=O)C(Cl)=C(Nc3ccc(F)cc3)C2=O)c(C)c1 do in these assays?
VHR inh color: -18

Results for Cc1ccc(C)c(N2C(=O)CC(Cc3ccc(Br)cc3)C2=O)c1 (centres undefined) ?
VHR inh color: -12

What do the screens show for `COc1ccc(OC)c(N(CC(=O)Nc2ccc(Cl)cc2)S(C)(=O)=O)c1`?
VHR inh color: -4

Results for O=C(Cn1cnc([N+](=O)[O-])n1)N1CCN(Cc2ccccc2)CC1 ?
VHR inh color: -39

What do the screens show for `COc1ccccc1OCc1ccc(C(=O)O)cc1`?
VHR inh color: 2
